Assay outcomes: PubChem, National Center for Advancing Translational Sciences (NCATS)
BAZ2B block: blocks human BAZ2B. Q9UIF8. Potency, µM (highest dose often 114 µM), for the others: top-dose activity change, negative = inhibition, actives largely listed as inhibitors. actives 4.4% (n = 360,000). AID 504333. AlphaScreen BAZ2B-H3K14Ac peptide displacement; also: potency is read from the fitted curve at half-maximal effect; % is scaled to controls: 0 for no effect and ±100 for the full control effect; nearly all actives have a fitted effect of over 60% in size
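Compounds, titrated to a top concentration of 110 uM, were incubated 30 min at room temperature with preformed BAZ2B/acetyl-K14 H3 peptide complex (50 nM each). Proximity signal was measured by AlphaScreen after 20 min with beads.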
PI4K2A block: PI4K2A (human) kinase inhibition. purified PI4K2A, ADP-Glo luminescence, 1 h; active compounds read low. AID 1346378. activity change, negative = inhibition, % at 76.9 µM. actives 0.13% (n = 420,000); in the data active = activity change below about -50%; inconclusive = mostly about -30% to -49%;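 also: -100% = wells without enzyme as full effect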
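PI4K2A activity was measured by ADP-Glo luminescence: enzyme (4 ug/mL stock) and phosphatidylinositol (1.2 mM stock) in Tris pH 7.5/MgCl2/EGTA/Triton X-100 buffer were reacted with ATP (300 microM stock) for one hour at ambient temperature.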
ERG-DNA inh: blocks human ERG Ets domain binding to DNA; P11308; fluorescence polarization, His-ERG Ets domain / labelled DNA; Potency, µM (highest dose often 76.9 µM), for inactives: at the highest dose FP activity, negative = inhibition, most hits filed as inhibitors; actives 0.028% (n = 370,000); active = well fitted inhibition curve with a large enough effect in the polarisation, with a control signal flat; inconclusive = small, poorly fitted or top-dose-only effect, or effect the other way, or a change in a side signal; inactive = no such curve, though single readings can be large or run the other way; the % refers to the polarisation;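 also: polarization taken with two DNA probes labelled with fluorescein and Texas red; potency is read from the fitted curve at half-maximal effect; % of control where 0% means no effect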
Target sequence (P11308 whole entry, looked up, the tested form may be a part): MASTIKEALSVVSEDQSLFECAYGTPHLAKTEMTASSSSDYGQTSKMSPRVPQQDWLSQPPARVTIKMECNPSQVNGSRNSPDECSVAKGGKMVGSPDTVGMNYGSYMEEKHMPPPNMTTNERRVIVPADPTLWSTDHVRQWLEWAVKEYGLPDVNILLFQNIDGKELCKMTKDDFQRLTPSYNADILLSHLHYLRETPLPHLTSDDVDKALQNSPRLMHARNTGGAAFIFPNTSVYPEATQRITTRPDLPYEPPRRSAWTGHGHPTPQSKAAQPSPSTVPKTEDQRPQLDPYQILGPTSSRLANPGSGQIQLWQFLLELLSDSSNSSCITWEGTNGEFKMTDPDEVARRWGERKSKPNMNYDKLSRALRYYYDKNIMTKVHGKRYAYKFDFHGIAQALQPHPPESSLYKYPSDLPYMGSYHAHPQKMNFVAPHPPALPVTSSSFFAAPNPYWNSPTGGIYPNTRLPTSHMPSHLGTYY
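His-tagged ERG Ets domain (1 uM in the protein solution; 300mM KCl, 50mM Tris-HCl, 1mM EDTA, 1mM DTT, pH 7.5) received compound, then a probe mix of 5 nM fluorescein-DNA and 100nM Texas-615-DNA. Fluorescence polarization was read for both dyes.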
12-LOX inh: inhibitors of human 12S-lipoxygenase ALOX12; purified 12hLO, xylenol orange hydroperoxide absorbance; actives 1.1% (n = 580,000); AID 1671190; Potency, µM (highest dose often 108 µM), for the others: top-dose activity change, negative = inhibition, most hits filed as inhibitors; also: potency is read from the fitted curve at half-maximal effect; % is scaled to controls: 0 for no effect and ±100 for the full control effect
Target sequence (P18054 whole entry, looked up): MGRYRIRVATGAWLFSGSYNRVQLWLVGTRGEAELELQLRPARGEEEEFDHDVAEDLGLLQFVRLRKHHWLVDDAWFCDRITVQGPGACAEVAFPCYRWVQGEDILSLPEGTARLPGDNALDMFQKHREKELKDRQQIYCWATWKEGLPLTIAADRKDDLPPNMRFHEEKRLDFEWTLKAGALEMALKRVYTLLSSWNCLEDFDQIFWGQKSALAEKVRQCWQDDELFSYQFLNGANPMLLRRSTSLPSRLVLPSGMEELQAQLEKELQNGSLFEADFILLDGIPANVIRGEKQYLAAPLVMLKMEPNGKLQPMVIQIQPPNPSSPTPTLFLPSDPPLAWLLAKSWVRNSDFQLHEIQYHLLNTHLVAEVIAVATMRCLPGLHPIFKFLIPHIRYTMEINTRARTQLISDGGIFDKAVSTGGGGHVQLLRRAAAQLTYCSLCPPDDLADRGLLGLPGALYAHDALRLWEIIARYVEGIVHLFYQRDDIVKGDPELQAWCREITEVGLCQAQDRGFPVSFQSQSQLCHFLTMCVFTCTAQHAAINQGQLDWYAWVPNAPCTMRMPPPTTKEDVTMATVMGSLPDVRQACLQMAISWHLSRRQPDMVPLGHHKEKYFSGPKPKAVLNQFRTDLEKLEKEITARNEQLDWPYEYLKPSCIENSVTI
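Purified human 12hLO (150 nM final) in 25 mM Hepes, 0.01% Triton X-100, pH 7.0 was preincubated 15 min at room temperature with compound. Then 40 uM arachidonic acid was added, 30 min. Hydroperoxide was read by Fe-XO absorbance ratio 573/405 nm.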
GLS inhibitor: inhibitors of human glutaminase (GLS). Potency, µM (doses to about 45.5 µM), without a hit: at the top dose activity change, negative = inhibition, hits mostly inhibitors. actives 0.21% (n = 410,000). O94925. AID 624170. GLS enzymatic activity, qHTS titration; also: potency is read from the fitted curve at half-maximal effect; % is scaled to controls: 0 for no effect and ±100 for the full control effect
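Human kidney-isoform GLS in 45 mM KH2PO4 pH 8.2, 0.02% Tween-20, with compound, started with 1mM L-Glutamine (added stock). Glutamate oxidase/HRP/Amplex red coupled fluorescence read at start and after 30 min at RT.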
G9a inh: G9a (human) methyltransferase inhibition. Q96KQ7. G9a H3K9 monomethylation, AlphaScreen, 2 h. Potency, µM (doses to about 102 µM), for inactives: top-dose activity, negative = inhibition, hits mostly inhibitors. actives 8.8% (n = 350,000); also: potency is read from the fitted curve at half-maximal effect; % is scaled to controls: 0 for no effect and ±100 for the full control effect; nearly all actives have a fitted effect of over 75% in size
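Methyltransferase reactions run at room temperature for 2 h (20 nM enzyme, 500 nM biotin-H3K9 peptide, 20 uM SAM) after a 15 min compound preincubation; product detected by AlphaScreen beads and anti-H3K9me1 antibody.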
HP1b binding inh: blocks HP1-beta chromodomain binding to methylated histone tails | P83916 | AlphaScreen HP1-beta / biotin-H3K9me3 peptide binding | Potency, µM (doses to about 114 µM), without a hit: at the top dose activity change, negative = inhibition, hits mostly inhibitors | actives 0.56% (n = 390,000); also: potency is read from the fitted curve at half-maximal effect; nearly all actives have a fitted effect of over 70% in size; inactives centre near 23
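HP1-beta protein (50 nM final) preincubated 30 min at room temperature with biotinylated H3(1-18)K9me3 peptide (50 nM) in PBS pH 7.4, 0.01% Tween-20, then compound added for 30 min. AlphaScreen streptavidin donor/nickel chelate acceptor beads (10 ug/mL final), 30 min dark, luminescence read.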
RGS4 inhibitor: inhibitors of human regulator of G protein signaling 4; P49798; Transcreener GDP fluorescence polarization, RGS4-accelerated GTP hydrolysis; Potency, µM (top dose mostly 114 µM), without a hit: at the highest dose activity change, negative = inhibition, most hits filed as inhibitors; actives 0.039% (n = 390,000); AID 504845; also: potency is read from the fitted curve at half-maximal effect; % is scaled to controls: 0 for no effect and ±100 for the full control effect; nearly all actives have a fitted effect of over 75% in size; some results filed as inactive show a strong effect at the top dose
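MLSMR compounds (23 nl, pin-transferred) preincubated 10 min at room temperature with a 500nM (2x) first reagent, then RGS4 at 900nM (2x) plus Transcreener GDP mix added; fluorescence polarization (620/688 nm) read before and after 90 min at 30 °C.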
JMJD2A Tudor inh: inhibitors of human JMJD2A Tudor domain. AlphaScreen JMJD2A-Tudor / H3K4me3 peptide binding. Potency, µM (series often up to 114 µM), inactives show at the top dose activity change, negative = inhibition, hits mostly inhibitors. actives 4.4% (n = 390,000); also: potency is read from the fitted curve at half-maximal effect; % is scaled to controls: 0 for no effect and ±100 for the full control effect; nearly all actives have a fitted effect of over 50% in size
Starred values were filed as active, the others as inactive; u = inconclusive; x = not tested or not shown; ! = repeats disagree; [ ] = dose if it differs, or a comment. Unless noted, calls follow the shape of the dose curve; as a rule, active = well fitted curve in the direction sought with a large enough effect; inconclusive = small, poorly fitted or top-dose-only effect, or another doubt; inactive = no such curve, though single readings can be large; an effect the other way counts as inactive or inconclusive.

Below each SMILES: BAZ2B block	PI4K2A block	ERG-DNA inh	12-LOX inh	GLS inhibitor	G9a inh	HP1b binding inh	RGS4 inhibitor	JMJD2A Tudor inh
- CC(C)(C)n1nnnc1CN1C2CCC1CC(NC(=O)Nc1ccccc1)C2 (stereo not drawn)
    11%	0	-1%	7%	2%	14%[59 µM]	26%	-42%	-11%
- CCOc1ccc(-c2nonc2NC(=O)c2oc3cc(Br)ccc3c2C)cc1
    -3%	-2	3%	-18%	-12%	1%[59 µM]	47%[activator]	8%	40µM*
- O=C(N/N=C/c1cccc(OC(=O)c2cccc(Br)c2)c1)c1ccncc1
    -25%	1	3%	10%	5%	2%	20%	-44%	u
- CON(C)c1nc(OCCNC(=O)COc2ccc(Cl)cc2C)nc(N(C)C)n1
    0%	1	4%	0%	-15%	4%[59 µM]	69%[activator]	-18%	-10%
- OCCC1CN(Cc2cccc(O)c2)CCN1CCc1ccccc1 (stereo not drawn)
    -21%	2	1%	-8%	0%	u	28%	14%[56.9 µM]	-12%
- Fc1ccc(/C=N/NC(=S)Nc2ccc(Cl)cc2)cc1F
    -22%	2	12%	-13%	16%	44%[activator][59 µM]	21%	-5%	-11%
- c1ccc2c(c1)ccc1nnc(SCc3ccc4c(c3)OCCO4)n12
    1%	-3	-14%	-5%[57.4 µM]	-1%	u	79%[activator]	-32%	-20%
- Cc1ccc(/C=N/NC(=O)c2nnn(-c3nonc3N)c2C(C)C)s1
    -17%	-6	0%	25%	1%	74%[activator]	53%[activator]	-2%	19%
- CCOC(=O)NC(Nc1nnc(C)s1)(C(=O)OCC)C(F)(F)F (stereo not drawn)
    -1%	1	13%	-12%	10%	1%[59 µM]	66%[activator]	12%	-6%
- Cc1ccc(NCc2ccc(Cl)nc2)c(NCc2ccc(Cl)nc2)c1
    35µM*	0	-10%	u	19%	35µM*	-1%	-24%	-32%

Grouped by structure, the entries above containing bromine.
Below each SMILES: BAZ2B block	PI4K2A block	ERG-DNA inh	12-LOX inh	GLS inhibitor	G9a inh	HP1b binding inh	RGS4 inhibitor	JMJD2A Tudor inh
- CCOc1ccc(-c2nonc2NC(=O)c2oc3cc(Br)ccc3c2C)cc1
    -3%	-2	3%	-18%	-12%	1%[59 µM]	47%[activator]	8%	40µM*
- O=C(N/N=C/c1cccc(OC(=O)c2cccc(Br)c2)c1)c1ccncc1
    -25%	1	3%	10%	5%	2%	20%	-44%	u

Other structures:
Below each SMILES: BAZ2B block	PI4K2A block	ERG-DNA inh	12-LOX inh	GLS inhibitor	G9a inh	HP1b binding inh	RGS4 inhibitor	JMJD2A Tudor inh
- Cc1noc(C)c1C(=O)Nc1sc2c(c1C(N)=O)CCC2
    -20%	2	4%	u	11%	-30%[59 µM]	9%	-10%	-24%
- CC1=C(C)SC(=C(C#N)c2nnc(N3CCOCC3)n2-c2ccccc2)S1
    31%[activator]	1	x	20%	-12%	12%[12.7 µM]	14%	-12%	-2%
- CCOc1ncccc1C(=O)OCC(=O)NC1CCCCC1
    x	1	4%	0%	-2%	x	22%	-2%	7%
- CC1CCc2ccccc2N1CC(=O)Nc1cccc(S(=O)(=O)N2CCCC2)c1 (stereo not drawn)
    -35%	-1	19%	-2%	31%[activator]	20µM*	28%	-37%	u
- Cn1c(=O)n(C)c2cc(NC(=O)c3cc4ccccc4o3)ccc21
    u	2	x	23%	0%	-4%[12.7 µM]	6%	5%	-5%
- O=C(O)Cn1nnnc1SCC(=O)Nc1ccc(OC(F)(F)F)cc1
    3%	-1	-6%	u	5%	u	30%	12%	-18%
- Nn1c(SCC(=O)NCCC2=CCCCC2)nnc1C1CCCCC1
    7%	4	-4%	3%	-1%	24%[59 µM]	23%	-2%	-15%
- CCCCn1cc(S(=O)(=O)c2cccc(C)c2)c(=O)c2cc(F)c(N3CCOCC3)cc21
    -2%	0	-4%	u	3%	7%[59 µM]	37%	-27%	0%
- C/C(=N\NC(=O)C1CC1(C)c1ccccc1)c1ccco1 (stereo not drawn)
    -31%	-1	-7%	27%	1%	-47%[59 µM]	19%	-3%	-12%
- N#Cc1cncc(C#Cc2ccccc2)c1
    21%	-1	9%	4%	-12%	7%	56%[activator]	0%	38%[activator]
- O=C(O)c1c(NC(=O)c2cccc3ccccc23)sc2c1CCC2
    -18%	3	-5%	-30%	20%	-9%	-16%	7%	2%
- O=C(CS(=O)(=O)c1cn(Cc2ccc(F)cc2)c2ccccc12)N1CCOCC1
    -1%	-2	3%	36%	-6%	x	33%	2%	-1%
- Cc1ccc(N2C(=O)CSC23C(=O)N(CC(=O)Nc2ccc(C)cc2C)c2ccccc23)cc1 (stereo not drawn)
    12%[57.1 µM]	2	-9%	0%	1%	1%[59 µM]	13%	-26%	-24%
- O=C(N/N=C/c1c[nH]c2ccccc12)C1CC(=O)N(c2ccccc2)C1 (stereo not drawn)
    -31%	-3	0%	-2%	24%	12%	19%	0%	-21%
- CCN(CC)S(=O)(=O)c1cccc(C(=O)Nc2sc3c(c2C(N)=O)CCCC3)c1
    0%	3	-3%	0%	-10%	13%	8%	-14%	-19%
- O=[N+]([O-])c1ccc(Nc2ccccc2)c2nonc12
    40µM*	-8	3%	3%	4%	45µM*	u	4%	56µM*
- CCOc1ccc(CCNC(=O)c2cccc(C#N)c2)cc1OCC
    -10%	1	-5%	-8%	-7%	1%	25%	9%	-8%
- O=C(Nc1ccc(F)c(Cl)c1)C1CCN(c2ncnc3c2nc2n3CCCCC2)CC1
    -4%	5	0%	2%	-9%	7%[59 µM]	11%	-5%	-21%
- O=C(O)C1CCc2nc(NCc3ccccc3)nc(NCc3ccccc3)c2C1 (stereo not drawn)
    x	-13	-17%	2%	-7%	x	21%	-13%	-12%
- Cc1nn(C)c(C)c1NC(=O)COc1ccc(Cl)cc1Br
    9%	-1	3%	-7%	-13%	-11%[12.7 µM]	35%	1%	-8%
- CC(/C=N/NC(=O)c1cc(-c2cccs2)[nH]n1)=C\c1ccccc1
    -5%	1	1%	3%	-5%	28%[59 µM]	30%	-12%	-5%
- Cc1ccsc1C(=O)N[C@@H](C)c1nnc2ccccn12
    -12%	7	1%	0%	1%	16%	39%	5%	-3%
- CC(C)=CC(=O)Nc1ccc2c(c1)OCO2
    -38%	-18	-5%	-18%	17%	-1%[59 µM]	17%	13%	-10%
- COc1cc(C(=O)OCC(=O)Nc2cc(-c3cc(C)c(C)cc3C)nn2-c2ccccc2)cc(OC)c1OC
    -6%	1	16%	4%	-1%	-3%[59 µM]	40%[activator]	3%	-8%
- O=C(CN(Cc1ccccc1)S(=O)(=O)c1ccc(F)cc1)NCc1ccccn1
    -4%	0	-2%	-13%	0%	24%	25%	17%	-14%
- COc1ccc2[nH]c(=O)c(C(=O)O)cc2c1
    -16%	1	-2%	-16%	-4%	-21%	-3%	-17%	9%
- CCn1c(SCC(=O)NC2CC2)nnc1-c1cccs1
    2%	0	4%	177%[activator]	-1%	18%[12.7 µM]	17%	-17%	12%
- CC(Oc1ccc(C#N)cc1)C(=O)NC1CCCC1 (stereo not drawn)
    8%	1	0%	-8%	1%	13%[0.501 µM]	45%[activator]	-21%	11%
- Cc1c(CCC(=O)NCCCN2CCCC2=O)c(=O)oc2cc(O)ccc12
    -20%	-1	7%	-1%	1%	2%	23%	-20%	-14%
- Cc1ccc(C(=O)COC(=O)C2CC3CCCC(C2)C3=O)cc1[N+](=O)[O-] (stereo not drawn)
    0%	-2	-9%	19%	15%	u	22%	11%	-21%
- CC1CCCC(C)N1S(=O)(=O)c1ccc(NC(=O)CCN2C(=O)C3CC=CCC3C2=O)cc1 (stereo not drawn)
    10%	2	9%	-14%	1%	u	3%	10%	-20%
- COC(=O)c1ccccc1NC(=O)CCS(=O)(=O)c1cc2c(cc1C)NC(=O)CO2
    0%	0	-1%	18%	-9%	22%	27%	-12%	-10%
- COCCOC(=O)c1sc2nc[nH]c(=O)c2c1C
    -14%	-6	-5%	-1%	-11%	u	22%	4%	0%
- COc1ccc(-c2noc(CCc3ccccc3)n2)cc1
    173%[activator]	1	2%	6%	1%	188%[activator][59 µM]	227%[activator]	4%	277%[activator]
- CCOc1ccc(C(C)=O)cc1CSc1nnc(N)s1
    -4%	3	5%	5%	1%	-9%[0.0925 µM]	12%	13%	-21%
- Cn1cnnc1SCC(=O)c1ccc(O)c(O)c1
    u	-2	-4%	1%	-12%	7.1µM*	18%	-19%	-8%
- CCCc1ccc(C2C3=C(CC(C)(C)CC3=O)NC3=C2C(=O)c2ccccc23)cc1 (stereo not drawn)
    25µM*	1	-8%	25µM*!	-10%	35µM*	-37%	u	u
- Cc1ccc(C(=O)C(C)OC(=O)c2n[nH]c(=O)c3ccccc23)cc1 (stereo not drawn)
    -2%	1	10%	u	-4%	4%[12.7 µM]	19%	-23%	-8%
- C=CCNC(=O)CN1CCC(NC(=O)c2ccco2)CC1
    -1%	4	11%	2%	18%	26%	22%[57 µM]	-16%	3%
- CN1C(=O)C2(C(C#N)=C(N)N(c3cc(Cl)cc(Cl)c3)C3=C2C(=O)CC(C)(C)C3)c2ccccc21 (stereo not drawn)
    3%	2	4%	0%	-6%	15%[59 µM]	14%	2%	-3%
- COc1ccc(C(=O)/C=C/N(C)C)cc1
    21%	-7	-2%	u	-2%	u	5%	-7%	-10%

A portion of the library. The share of hits here may be higher or lower than overall.
